Screens: PubChem, several laboratories
STEP block – STEP (human) phosphatase inhibition; P54829; recombinant STEP, OMFP fluorogenic substrate, fluorescence; inhibition, % at 20 µM; actives 0.25% (n = 360,000); AID 588621;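 active = inhibition at 20 µM, scaled per plate between control wells, above about 37%, limit read from the data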;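 note: 0% = DMSO with enzyme and substrate and 100% = substrate only without enzyme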
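Material: STEP (striatal-enriched tyrosine phosphatase) enzyme, cell-free; Compound dosing: 20 µM single dose in 1% DMSO; Technique: fluorescence read at 480 nm ex / 540 nm em; Times: reaction 20 min, ambient temperature; Medium: 50 mM Bis-Tris pH 6.0 with 2.5 mM DTT and 0.005% Tween 20; Also added: OMFP at 25 µM.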
DNMT1 block – blocks human DNA methyltransferase DNMT1; P26358; DNMT1 molecular beacon, Hinp1I cleavage, fluorescence; inhibition (reported as % activation of signal), % at 10 µM; actives 0.83% (n = 360,000); AID 588458; in the data active = inhibition above about 50%
Target sequence (P26358 504-1616 limits assumed): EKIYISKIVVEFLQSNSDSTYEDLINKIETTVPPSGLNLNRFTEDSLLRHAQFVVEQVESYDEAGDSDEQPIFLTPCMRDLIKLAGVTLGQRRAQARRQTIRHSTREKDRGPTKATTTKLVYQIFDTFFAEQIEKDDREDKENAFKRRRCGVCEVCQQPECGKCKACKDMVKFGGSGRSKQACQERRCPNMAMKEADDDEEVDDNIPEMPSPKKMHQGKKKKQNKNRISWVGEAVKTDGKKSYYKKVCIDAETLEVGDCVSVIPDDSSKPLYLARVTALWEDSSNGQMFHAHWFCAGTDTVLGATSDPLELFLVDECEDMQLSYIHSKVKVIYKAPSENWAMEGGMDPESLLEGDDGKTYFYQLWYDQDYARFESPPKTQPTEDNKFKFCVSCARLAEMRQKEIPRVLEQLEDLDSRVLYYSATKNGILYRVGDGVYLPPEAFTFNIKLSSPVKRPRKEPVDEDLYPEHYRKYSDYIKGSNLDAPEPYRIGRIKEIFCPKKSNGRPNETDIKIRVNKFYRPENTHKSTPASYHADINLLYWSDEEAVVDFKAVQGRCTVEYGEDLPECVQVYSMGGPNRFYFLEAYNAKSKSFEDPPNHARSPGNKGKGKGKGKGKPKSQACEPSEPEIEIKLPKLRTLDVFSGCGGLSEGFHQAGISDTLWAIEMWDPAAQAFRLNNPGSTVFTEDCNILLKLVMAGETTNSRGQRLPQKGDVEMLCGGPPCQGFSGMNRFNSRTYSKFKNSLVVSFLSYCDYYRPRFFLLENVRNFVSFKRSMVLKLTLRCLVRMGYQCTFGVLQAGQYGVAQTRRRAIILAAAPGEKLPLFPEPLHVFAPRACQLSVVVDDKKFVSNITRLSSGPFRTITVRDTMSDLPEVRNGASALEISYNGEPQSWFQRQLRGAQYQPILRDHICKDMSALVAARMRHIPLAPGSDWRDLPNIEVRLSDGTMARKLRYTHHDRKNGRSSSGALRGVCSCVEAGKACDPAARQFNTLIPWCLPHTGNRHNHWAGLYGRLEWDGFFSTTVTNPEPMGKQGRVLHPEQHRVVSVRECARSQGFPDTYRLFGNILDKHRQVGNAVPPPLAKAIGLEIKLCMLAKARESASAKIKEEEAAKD
Scp1 inh – inhibitors of human Scp-1 phosphatase; Q9GZU7; Recombinant Scp1, phosphopeptide, malachite green phosphate absorbance; inhibition, % at 20 µM; actives 0.88% (n = 340,000);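 active = inhibition above about 50% at 20 µM, limit read from the data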;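 note: plate controls were DMSO wells with enzyme for no effect and wells lacking enzyme for full effect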
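Incubation: 45 min enzyme reaction at room temperature / System: truncated SCP-1 phosphatase (76-261aa) / Reagent: Phospho 17-mer peptide substrate / Buffer or medium: Acidic Tris acetate buffer with magnesium and detergent / Signal: absorbance at 630 nm / Doses: one concentration, 20 µM, with 1.0% DMSO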
LMPTP block – blocks human LMPTP phosphatase; P24666; recombinant LMPTP-A, OMFP fluorogenic substrate, fluorescence intensity; inhibition, % at 20 µM; actives 0.22% (n = 360,000);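 active = compounds that cut the enzyme signal by at least half of the control window in the single-dose screen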;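 note: plate controls were DMSO wells with enzyme plus substrate for no effect and substrate without enzyme for full effect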
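Assay system: LMPTP-A phosphatase enzyme | Input: 0.625 nM enzyme | Also added: Fluorogenic phosphatase substrate OMFP at 400 µM final | Compound dosing: One test concentration per compound, 20 µM, with 3% DMSO overall | Schedule: 50 min enzyme reaction at room temperature, protected from light | Signal: Fluorescence intensity | Benchmarks: no-enzyme and uninhibited controls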
CSN deneddyl inh – CSN deneddylation inhibition. Q92905. Purified CSN, SCF-Nedd8-OG deneddylation, fluorescence polarization. inhibition, % at 12.5 µM. actives 0.38% (n = 360,000). AID 651999;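 active = pattern-corrected inhibition above about 35%, with an unprinted fluorescence ratio check between 0.5 and 1.5, limit read from the data, passing the limit was not always enough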;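 note: 0% = enzyme with substrate and 100% = substrate without enzyme; some results filed as inactive read as strong as hits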
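Test system: Human Csn5 produced in HEK293T cells | Compound: 12.5 µM single point | Times: 90 min, room temperature | Signal: Fluorescence polarization readout | Read-out basis: % inhibition of substrate cleavage by Csn5 | Controls: no-enzyme wells high, enzyme-with-substrate wells low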
SUMO1-SIM PPI – SUMO1-SIM interaction modulation. P63165. SUMO1 binding to a labelled peptide, TR-FRET, 1 h. inhibition, % at 20 µM. actives 0.33% (n = 360,000). AID 602429; in the data active = inhibition above about 37%
Rpn11 block – blocks the human proteasome subunit Rpn11. human 26S proteasome, Ub4-pepOG fluorescence polarization; 20S core pre-blocked with epoxomicin. calls only at 20 µM. actives 0.59% (n = 360,000);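 active = inhibition at 20 µM, scaled to each plate's controls, above about 33%, limit read from the data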
NadD block – inhibitors of Staphylococcus aureus NadD. actives 0.78% (n = 360,000). purified NadD enzyme, colorimetric absorbance read-out. inhibition, % at 20 µM; in the data active = inhibition above about 26%; note: some compounds past the cut are filed as inactive
Rin1 Abl inh – blocks binding of human Rin1 to Abl; TR-FRET Rin1/Abl binding, biochemical; inhibition, % at 7.35 µM; actives 0.4% (n = 360,000); AID 588664; in the data active = inhibition above about 5%, passing the limit was not always enough
Neddylation inh – blocks human cullin neddylation; TR-FRET cullin neddylation, biochemical; calls only at 25 µM; actives 0.58% (n = 360,000); in the data active = inhibition above about 36%
* = called active by the depositor.

`Cn1c(SCc2ccc([N+](=O)[O-])cc2)nc2c(c1=O)SCC2` gave STEP block 6, DNMT1 block 1, Scp1 inh 3, LMPTP block 0.9, CSN deneddyl inh 6, SUMO1-SIM PPI -12, Rpn11 block inactive, NadD block 4, Rin1 Abl inh -3 and Neddylation inh inactive.
`COc1ccc(CN2C(=O)c3ccccc3C2C(=O)NC2CCCCCC2)c(OC)c1` (stereo not given) gave STEP block 0, DNMT1 block 6, Scp1 inh 2, LMPTP block 0.8, CSN deneddyl inh 0, SUMO1-SIM PPI 3, Rpn11 block inactive, NadD block -8, Rin1 Abl inh 0 and Neddylation inh inactive.
`COc1ccc(CNC(=O)CN(C)CC(=O)Nc2ccccc2Br)cc1` gave STEP block 0, DNMT1 block 0, Scp1 inh -2, LMPTP block -1.2, CSN deneddyl inh -10, SUMO1-SIM PPI 0, Rpn11 block inactive, NadD block 0, Rin1 Abl inh 1 and Neddylation inh inactive.
`CN1C(=O)/C(=C2/C=CC=CN2C)OC1=S` gave STEP block 10, DNMT1 block -2, Scp1 inh 3, LMPTP block -0.5, CSN deneddyl inh -1, SUMO1-SIM PPI -8, Rpn11 block inactive, NadD block 3, Rin1 Abl inh 2 and Neddylation inh inactive.
CCOC(=O)c1[nH]c(=O)[nH]c1CSCCO was read as STEP block -3, DNMT1 block 2, Scp1 inh -10, LMPTP block -2.1, CSN deneddyl inh 1, SUMO1-SIM PPI -2, Rpn11 block inactive, NadD block -2, Rin1 Abl inh 8.1* and Neddylation inh inactive.
`Cc1nc2ncnn2c(C)c1Cc1c(Cl)cccc1Cl` gave STEP block 1, DNMT1 block 2, Scp1 inh -5, LMPTP block 0.3, CSN deneddyl inh 1, SUMO1-SIM PPI 1, Rpn11 block inactive, NadD block 8, Rin1 Abl inh 5 and Neddylation inh inactive.
Screening Cc1ccc(N2CC(C(=O)NCc3ccc(C)n3C)CC2=O)cc1 (stereo not given) returned STEP block 2, DNMT1 block 1, Scp1 inh 3, LMPTP block -0.6, CSN deneddyl inh -3, SUMO1-SIM PPI 0, Rpn11 block inactive, NadD block -1, Rin1 Abl inh -4 and Neddylation inh inactive.
Screening O=C(COC(=O)c1ccccc1NS(=O)(=O)c1cccs1)NCC12CC3CC(CC(C3)C1)C2 returned STEP block 0, DNMT1 block -7, Scp1 inh -19, LMPTP block 5.0, CSN deneddyl inh -2, SUMO1-SIM PPI -9, Rpn11 block inactive, NadD block -4, Rin1 Abl inh 0 and Neddylation inh inactive.
Screening COc1ccc(N2CCN(CCC3Oc4cc([N+](=O)[O-])ccc4NC3=O)CC2)cc1 (stereo not given) returned STEP block -6, DNMT1 block -8, Scp1 inh -2, LMPTP block -1.6, CSN deneddyl inh 4, SUMO1-SIM PPI -19, Rpn11 block inactive, NadD block -13, Rin1 Abl inh 3 and Neddylation inh inactive.
For COC(=O)c1ccc(NC(=O)c2cccc(NC(=O)c3ccccc3)c2)cc1 the results were STEP block 0, DNMT1 block 2, Scp1 inh -1, LMPTP block 1.5, CSN deneddyl inh -1, SUMO1-SIM PPI 8, Rpn11 block inactive, NadD block -5, Rin1 Abl inh -2 and Neddylation inh inactive.
`Cc1nc2ccc(S(=O)(=O)NCC(=O)Nc3cccc(F)c3)cc2s1` gave STEP block 0, DNMT1 block -4, Scp1 inh -8, LMPTP block -0.3, CSN deneddyl inh -1, SUMO1-SIM PPI 3, Rpn11 block inactive, NadD block -6, Rin1 Abl inh 3 and Neddylation inh inactive.
`CNC(=S)N(CCc1c(C)[nH]c2ccc(C)cc12)Cc1cc(OC)c(OC)c(OC)c1` gave STEP block -4, DNMT1 block -4, Scp1 inh 6, LMPTP block 0.7, CSN deneddyl inh -1, SUMO1-SIM PPI 4, Rpn11 block inactive, NadD block 0, Rin1 Abl inh 0 and Neddylation inh inactive.
`Cc1sc2ncn(CC(=O)NCCc3ccccc3)c(=O)c2c1C` gave STEP block 2, DNMT1 block -2, Scp1 inh -2, LMPTP block 0.6, CSN deneddyl inh -2, SUMO1-SIM PPI 0, Rpn11 block inactive, NadD block 0, Rin1 Abl inh 2 and Neddylation inh inactive.
COC(=O)c1sc(S(=O)(=O)NCc2cccs2)c(C(=O)OC)c1C was read as STEP block 3, DNMT1 block 4, Scp1 inh -20, LMPTP block -0.4, CSN deneddyl inh 1, SUMO1-SIM PPI 1, Rpn11 block inactive, NadD block -2, Rin1 Abl inh 5 and Neddylation inh inactive.
Screening CC(=O)Oc1ccc(/C(C)=N/N2CCN(Cc3ccc(C)cc3)CC2)cc1 returned STEP block -7, DNMT1 block 2, Scp1 inh 19, LMPTP block -0.9, CSN deneddyl inh -1, SUMO1-SIM PPI 4, Rpn11 block inactive, NadD block -7, Rin1 Abl inh -2 and Neddylation inh inactive.
Screening Cc1nnsc1S(=O)c1ccc(Br)cc1 (stereo not given) returned STEP block 1, DNMT1 block 2, Scp1 inh -13, LMPTP block -1.5, CSN deneddyl inh -2, SUMO1-SIM PPI -2, Rpn11 block inactive, NadD block -8, Rin1 Abl inh 4 and Neddylation inh inactive.
`O=C(NCCCO)C(=O)NCc1ccncc1` gave STEP block 0, DNMT1 block 0, Scp1 inh 3, LMPTP block -0.8, CSN deneddyl inh -4, SUMO1-SIM PPI -1, Rpn11 block inactive, NadD block -2, Rin1 Abl inh -1 and Neddylation inh inactive.
`CCCSc1nc2c(c(=O)[nH]c(=O)n2C)n1Cc1ccccc1` gave STEP block 0, DNMT1 block -3, Scp1 inh 6, LMPTP block -2.4, CSN deneddyl inh 3, SUMO1-SIM PPI 6, Rpn11 block inactive, NadD block 1, Rin1 Abl inh 0 and Neddylation inh inactive.
`CCc1nnc(NC(=O)CSc2nccn2-c2ccccc2)s1` gave STEP block 0, DNMT1 block 4, Scp1 inh -1, LMPTP block -1.9, CSN deneddyl inh -3, SUMO1-SIM PPI 0, Rpn11 block inactive, NadD block -1, Rin1 Abl inh -2 and Neddylation inh inactive.
For O=C(O)CCn1cc(-c2ccc(F)cc2)nc1-c1ccncc1 the results were STEP block 0, DNMT1 block 1, Scp1 inh 0, LMPTP block -4.1, CSN deneddyl inh 0, SUMO1-SIM PPI 4, Rpn11 block inactive, NadD block 0, Rin1 Abl inh 1 and Neddylation inh inactive.
`NC(=O)N[C@@H](Cc1c[nH]c2ccccc12)C(=O)OCC(=O)N1CCCCC1` gave STEP block -1, DNMT1 block 10, Scp1 inh 1, LMPTP block 0.6, CSN deneddyl inh 0, SUMO1-SIM PPI 0, Rpn11 block inactive, NadD block 5, Rin1 Abl inh 3 and Neddylation inh inactive.
For CCN(C)c1ccc(/C=N\n2nnnc2N)cc1 the results were STEP block 2, DNMT1 block 1, Scp1 inh 7, LMPTP block -0.9, CSN deneddyl inh 3, SUMO1-SIM PPI -16, Rpn11 block inactive, NadD block 1 and Rin1 Abl inh 1.
For C/C(=N\n1c(C)nc2ccccc2c1=O)c1ccc(N)cc1 the results were STEP block -2, DNMT1 block 3, Scp1 inh -8, LMPTP block -1.6, CSN deneddyl inh -1, SUMO1-SIM PPI -3, Rpn11 block inactive, NadD block -6, Rin1 Abl inh -1 and Neddylation inh inactive.
Screening Cc1ccsc1-c1nc(CN2CCCC2c2ccc(F)cc2)c(C)o1 (stereo not given) returned STEP block -2, DNMT1 block -5, Scp1 inh 1, LMPTP block -0.6, CSN deneddyl inh 14, SUMO1-SIM PPI 2, Rpn11 block inactive, NadD block 8, Rin1 Abl inh -1 and Neddylation inh inactive.
Screening Cc1c(CN(C)C(=O)c2sc3cc(Cl)ccc3c2Cl)cnn1C returned STEP block 2, DNMT1 block 0, Scp1 inh -4, LMPTP block 0.5, CSN deneddyl inh 3, SUMO1-SIM PPI -3, Rpn11 block inactive, NadD block -4, Rin1 Abl inh -4 and Neddylation inh inactive.
For O=C(O)C12CC3CC(C1)CC(n1ncc(NCc4ccco4)c(Cl)c1=O)(C3)C2 the results were STEP block -2, DNMT1 block 0, Scp1 inh -10, LMPTP block -1.3, CSN deneddyl inh 4, SUMO1-SIM PPI -8, Rpn11 block inactive, NadD block -4, Rin1 Abl inh 0 and Neddylation inh inactive.
`Cc1nc(-c2nnc(-c3ccccc3)o2)c(C(F)(F)F)o1` gave STEP block -3, DNMT1 block -2, Scp1 inh -6, LMPTP block -0.6, CSN deneddyl inh -1, SUMO1-SIM PPI -3, Rpn11 block inactive, NadD block 2, Rin1 Abl inh 1 and Neddylation inh inactive.
For O/N=C/c1cc(Br)ccc1OCc1cccc(F)c1 the results were STEP block -2, DNMT1 block -4, Scp1 inh -6, LMPTP block 1.2, CSN deneddyl inh 6, SUMO1-SIM PPI -1, Rpn11 block inactive, NadD block -4, Rin1 Abl inh 3 and Neddylation inh inactive.
`CCCN(CC(=O)Nc1ccc(C(N)=O)cc1)CC(=O)Nc1ccc(Cl)cc1Cl` gave STEP block 4, DNMT1 block -4, Scp1 inh -11, LMPTP block 0.0, CSN deneddyl inh 1, SUMO1-SIM PPI 3, Rpn11 block inactive, NadD block 0, Rin1 Abl inh 1 and Neddylation inh inactive.
